# D1 antagonist: blocks dopamine activation of the human D1 receptor; hit rate 3.2% among 360,000; P21728; activity change, negative = inhibition, % at 10 µM; AID 504652; HEK293 TREx D1 cells, calcium flux, dopamine EC80; active compounds read low; in the data active means activity change below about -30%; further: on the % scale 0 is the no-effect control and ±100 the full control effect
# Target sequence (P21728 whole entry, looked up): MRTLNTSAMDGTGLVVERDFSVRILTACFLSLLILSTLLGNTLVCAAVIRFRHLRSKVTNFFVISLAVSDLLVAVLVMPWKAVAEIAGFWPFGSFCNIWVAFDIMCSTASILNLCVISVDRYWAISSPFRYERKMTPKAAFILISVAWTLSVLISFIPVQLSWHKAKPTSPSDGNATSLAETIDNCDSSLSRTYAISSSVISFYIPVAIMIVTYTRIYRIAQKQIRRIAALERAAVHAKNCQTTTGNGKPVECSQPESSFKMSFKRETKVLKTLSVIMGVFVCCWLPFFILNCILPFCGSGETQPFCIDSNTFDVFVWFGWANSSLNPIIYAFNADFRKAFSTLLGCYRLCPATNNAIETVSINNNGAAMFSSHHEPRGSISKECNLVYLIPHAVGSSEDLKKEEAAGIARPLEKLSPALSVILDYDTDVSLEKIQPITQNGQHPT
#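 Kinetic fluorescence of a calcium dye serves as the read-out. D1-expressing Hek293 Trex cells, induced overnight at 30 C, are exposed to compound for 180 s before an EC80 dopamine addition, then read 180 s further.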
# D2 potentiator: positive allosteric modulators of human D2 dopamine receptor; P14416; AID 485347; hit rate 0.34% among 340,000; HEK293 T-REx D2, calcium flux, EC20 dopamine potentiation; potentiation, % at 10 µM;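 active means potentiation over 3 SD above the plate norm, cut at about 30% in these data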; further: 0% is about no effect
#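 Cells plated with tetracycline inducer and held overnight at 30 C; calcium dye loaded 30–90 min at room temperature; baseline taken, compound added and read 180 s; EC20 dopamine then added and read 180 s.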
# TRHR PAM: allosteric enhancers of human TRH receptor | P34981 | TRHR cells, fluo-8 calcium fluorescence, EC20 TRH enhancement | enhancement, % at 2 µM | hit rate 0.66% among 360,000; in the data active means enhancement above about 30%; further: 0% is about no effect
#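 Enhancer read-out: after compound pinning and an initial kinetic agonist-mode read, an EC20 of TRH (10 nM final) was injected and fluo-8 calcium signal (Ex 480/Em 530) followed at 1 s/cycle for 100 cycles in TRHR-expressing cells.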
# D1 agonist: agonists of human D1 dopamine receptor; HEK293 T-REx D1 cells, calcium flux, agonist mode; activation, % at 2 µM; hit rate 1% among 360,000; P21728; further: 0% is about no effect
#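 Tetracycline-induced HEK293 TREx D1 cells, force-coupled to calcium signalling, were dye-loaded with a no-wash calcium kit. Compound was pin-added after a 10 s baseline. Fluorescence was read kinetically at 1 cycle/s for 180 s, with calcium rises flagged as agonism.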
# TRHR agonist: TRH receptor (human) agonism; P34981; TRHR cells, calcium flux fluo-8, FDSS agonist mode; activation, % at 2 µM; hit rate 0.18% among 360,000; further: 0% is about no effect
#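 TRHR-expressing cells loaded with fluo-8 calcium dye; 23 nL library compound pin-transferred, kinetic FDSS fluorescence (Ex 480/Em 530) recorded about 180 s for agonist-induced calcium release, before a 10 nM TRH EC20 addition for potentiator mode.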
# D2 agonist: activates the human D2 dopamine receptor. hit rate 0.53% among 340,000. P14416. activation, % at 2 µM. HEK293 T-REx D2 cells, calcium flux agonist mode;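 active means activation over 3 SD above normal in the single-dose calcium agonist read, cut at about 30% in these data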; further: 0% is about no effect
#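 HEK293 Trex D2 cells, tetracycline-induced, o/n 30 C 5% CO2; no-wash Ca dye, RT 30–90 min; 10-cycle baseline, 23 nl cpd added, kinetic Ca read 180 s; agonist hits = positive Ca response.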
# D1 PAM: human D1 dopamine receptor positive modulation | hit rate 0.036% among 360,000 | HEK293 TREx D1 cells, calcium flux, dopamine EC20 potentiation | potentiation, % at 10 µM; in the data active means potentiation above about 30%; further: 0% is about no effect
# D2 antag: D2 dopamine receptor (human) antagonism; P14416; HEK293 TREx D2 cells, calcium flux, dopamine EC80; inhibition, % at 10 µM; hit rate 2% among 340,000; in the data active means inhibition above about 30%; further: 0% is about no effect
#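 Antagonism is scored as inhibition of an EC80 dopamine-evoked calcium signal in a force-coupled, tetracycline-inducible HEK293 T-REx D2 line, with compound present 180 s before agonist.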
# RXFP1 antag: blocks the human relaxin receptor RXFP1. HEK293-RXFP1, relaxin-stimulated cAMP HTRF, 30 min; active compounds read low. hit rate 0.59% among 350,000. Q9HBX9. AID 1259400. activity change, negative = inhibition, % at 57.5 µM;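 active means activity change of -60% or lower, but not beyond a set lower limit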; further: on the % scale 0 is the no-effect control and ±100 the full control effect
# The depositor's hits bear a star; . = not tested or not shown. Unless noted, no stated cut-off is given here; in the data, active means activation above about 30%; inactive means the rest.
# Start of the listing, in advance, 2 compounds:
SMILES,D1 antagonist,D2 potentiator,TRHR PAM,D1 agonist,TRHR agonist,D2 agonist,D1 PAM,D2 antag,RXFP1 antag
COc1cc(NC(=O)CN2C(=O)NC(C)(CC(C)C)C2=O)cc(OC)c1 (stereo unspecified),6,6,-5,6,0.1,0.7,2,16,-4
C1CCC(C23CC4CC(CC(C4)C2)C3)NC1 (stereo unspecified),8,4,0,1,-0.1,0.7,0,0,13

# The whole of this part (from the top)
SMILES,D1 antagonist,D2 potentiator,TRHR PAM,D1 agonist,TRHR agonist,D2 agonist,D1 PAM,D2 antag,RXFP1 antag
COc1cc(NC(=O)CN2C(=O)NC(C)(CC(C)C)C2=O)cc(OC)c1 (stereo unspecified),6,6,-5,6,0.1,0.7,2,16,-4
C1CCC(C23CC4CC(CC(C4)C2)C3)NC1 (stereo unspecified),8,4,0,1,-0.1,0.7,0,0,13
O=C(Cn1c(=O)oc2ccccc21)N(Cc1ccccc1)C1CCS(=O)(=O)C1 (stereo unspecified),2,2,3,1,-0.1,0.6,-6,-3,-2
Cc1ccc(C)c(CN2C(=O)CSc3ccc(C(=O)N4CCCC4)cc32)c1,12,9,-14,-2,-1.6,-2.1,-2,-7,8
CCc1ccccc1Nc1nc(N)nc(COC(=O)C2=COCCO2)n1,-6,9,13,2,1.2,-0.5,-4,0,-6
COc1cc2c(cc1OC)[C@@H](Cc1ccc(OCCC#N)cc1)N(C)CC2,-16,8,-2,1,0.5,1.3,-2,3,-5
COc1ccc(-c2cc(-c3cc(F)ccc3O)[nH]n2)cc1OC,-8,1,-8,0,0.1,0.1,-9,-8,-3
CC(C)c1nc(SCC(=O)Nc2ccc(N(C)C)cc2)c2ccccc2n1,-9,1,0,2,1.5,-0.9,-4,34*,-5
Cc1ccc(-n2nc(CO)c(C(=O)NC(C)CCCc3ccccc3)n2)cc1 (stereo unspecified),5,-8,1,11,1.7,0.5,10,.,-12
COc1ccc(CNC(=O)N2CCN(S(=O)(=O)c3ccccc3)CC2)cc1,0,-3,2,4,0.4,0.1,.,-29,-21
COc1cccc(NC(=O)c2ccccc2N2C(=O)C3C4C=CC(C4)C3C2=O)c1 (stereo unspecified),14,-1,-3,1,0.4,-0.3,-1,2,1
NC(=O)CC(NC(=O)Cc1ccc(Br)cc1)c1ccc(N2CCC(N3CCCC3)CC2)c([N+](=O)[O-])c1 (stereo unspecified),-1,6,-5,0,0.0,-1.1,-2,-6,.
CCOC(=O)C1(C(F)(F)F)N=C(C(F)(F)F)Nc2cc(C)c(C)cc21 (stereo unspecified),-16,-16,-11,0,-0.4,29,-2,-9,-19
O=C(Cc1ccccc1)N/N=C/c1ccc(OC(=O)/C=C\c2ccco2)cc1,-13,19,0,4,0.4,0.8,-5,8,-21
O=C(COC(=O)CCN=C1NS(=O)(=O)c2ccccc21)NNC(=O)c1ccccc1,-1,-1,9,2,0.3,0.0,-6,8,-11
Cc1cc(C)nc(-n2nc(C)c(Sc3ccc(F)cc3)c2N)n1,38,-1,-4,0,-0.6,.,-2,.,-30
COc1ccc(-c2cc(C(=O)NCc3ccco3)c3ccccc3n2)c(OC)c1,4,.,8,3,-0.2,.,1,.,5
CS(=O)(=O)Nc1ccc(C(=O)N2CCCC2)cc1,16,.,-5,4,0.5,.,2,.,-13
COc1ccc(NC(=S)N(CCN(C)C)C(C)c2ccco2)cc1 (stereo unspecified),2,12,7,2,-0.1,.,-3,-3,18
CCOc1ccc2nc(SCC(=O)Nc3ccc4[nH]c(=O)[nH]c4c3)[nH]c2c1,10,5,-3,0,-0.1,-0.4,-8,4,3
CCCC(=O)NC(=S)Nc1ccccc1F,-6,2,-1,1,-0.6,-1.3,-5,5,-3
CCn1cc(C(=O)O)c(=O)c2cnc(N3CCN(C(=S)NC(=O)c4ccccc4Cl)CC3)nc21,8,6,1,2,0.5,0.5,-8,3,7
CC(C)CN(C(=O)COc1cccc(-n2cnnn2)c1)C1CCS(=O)(=O)C1 (stereo unspecified),19,-1,-1,2,-0.1,-0.7,0,7,1
COc1ccc2nc(SCC(=O)Nc3ccccc3C#N)[nH]c2c1,-14,-6,-2,1,-0.1,0.1,-6,-3,-1
Cc1cccc(CN2C(=O)c3ccccc3Sc3ccc(C(=O)NCc4cccs4)cc32)c1,17,7,-3,5,0.8,0.2,-1,.,-25
COc1ccc(C2(CNC(=O)Cc3ccccc3)CCCC2)cc1OC,25,6,1,2,-1.6,-0.8,0,3,-14
Cc1ccc2[nH]c(=O)c(CN(CCCN3CCOCC3)Cc3nnnn3C3CCCC3)cc2c1,-8,-6,4,0,-0.2,0.1,-2,0,-21

# Reformatted: entries from further up.
Compound	D1 antagonist	D2 potentiator	TRHR PAM	D1 agonist	TRHR agonist	D2 agonist	D1 PAM	D2 antag	RXFP1 antag
O=C(COC(=O)CCN=C1NS(=O)(=O)c2ccccc21)NNC(=O)c1ccccc1	-1	-1	9	2	0.3	0.0	-6	8	-11
Cc1cc(C)nc(-n2nc(C)c(Sc3ccc(F)cc3)c2N)n1	38	-1	-4	0	-0.6	.	-2	.	-30
COc1ccc(-c2cc(C(=O)NCc3ccco3)c3ccccc3n2)c(OC)c1	4	.	8	3	-0.2	.	1	.	5
CS(=O)(=O)Nc1ccc(C(=O)N2CCCC2)cc1	16	.	-5	4	0.5	.	2	.	-13
COc1ccc(NC(=S)N(CCN(C)C)C(C)c2ccco2)cc1 (stereo unspecified)	2	12	7	2	-0.1	.	-3	-3	18
CCOc1ccc2nc(SCC(=O)Nc3ccc4[nH]c(=O)[nH]c4c3)[nH]c2c1	10	5	-3	0	-0.1	-0.4	-8	4	3
CCCC(=O)NC(=S)Nc1ccccc1F	-6	2	-1	1	-0.6	-1.3	-5	5	-3
CCn1cc(C(=O)O)c(=O)c2cnc(N3CCN(C(=S)NC(=O)c4ccccc4Cl)CC3)nc21	8	6	1	2	0.5	0.5	-8	3	7
CC(C)CN(C(=O)COc1cccc(-n2cnnn2)c1)C1CCS(=O)(=O)C1 (stereo unspecified)	19	-1	-1	2	-0.1	-0.7	0	7	1
COc1ccc2nc(SCC(=O)Nc3ccccc3C#N)[nH]c2c1	-14	-6	-2	1	-0.1	0.1	-6	-3	-1
Cc1cccc(CN2C(=O)c3ccccc3Sc3ccc(C(=O)NCc4cccs4)cc32)c1	17	7	-3	5	0.8	0.2	-1	.	-25

# Screens (PubChem BioAssay)
